TEAD-YAP block = TEAD-YAP interaction inhibition; HEK-TIYL cells, TEAD-Gal4/YAP UAS-luciferase luminescence; inhibition, % at 9.12 µM; 640,000 compounds, 1.4% hits; AID 1259422; in the data active = inhibition above about 32%;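 note: 0% = median of test compound wells and 100% = reference inhibitor wells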
MITF inh = human MITF inhibition, primary screen. 650,000 compounds, 0.91% hits. O75030. inhibition, % at 2.6 µM. AlphaScreen MITF homodimerization, bead proximity signal. AID 1259374; in the data active = inhibition above about 50%;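 note: 0% = vehicle wells with protein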
FBW7 act = human FBW7 E3 ligase activation, primary screen. 650,000 compounds, 0.13% hits. normalized activity (activation), % at 26.1 µM. AlphaScreen FBW7–phospho-cyclin E peptide binding, activator screen. Q969H0; in the data active = normalized activity above about 1.9%;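 note: purified mutant Fbw7 with reduced substrate affinity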
Target sequence (Q969H0 whole entry, looked up): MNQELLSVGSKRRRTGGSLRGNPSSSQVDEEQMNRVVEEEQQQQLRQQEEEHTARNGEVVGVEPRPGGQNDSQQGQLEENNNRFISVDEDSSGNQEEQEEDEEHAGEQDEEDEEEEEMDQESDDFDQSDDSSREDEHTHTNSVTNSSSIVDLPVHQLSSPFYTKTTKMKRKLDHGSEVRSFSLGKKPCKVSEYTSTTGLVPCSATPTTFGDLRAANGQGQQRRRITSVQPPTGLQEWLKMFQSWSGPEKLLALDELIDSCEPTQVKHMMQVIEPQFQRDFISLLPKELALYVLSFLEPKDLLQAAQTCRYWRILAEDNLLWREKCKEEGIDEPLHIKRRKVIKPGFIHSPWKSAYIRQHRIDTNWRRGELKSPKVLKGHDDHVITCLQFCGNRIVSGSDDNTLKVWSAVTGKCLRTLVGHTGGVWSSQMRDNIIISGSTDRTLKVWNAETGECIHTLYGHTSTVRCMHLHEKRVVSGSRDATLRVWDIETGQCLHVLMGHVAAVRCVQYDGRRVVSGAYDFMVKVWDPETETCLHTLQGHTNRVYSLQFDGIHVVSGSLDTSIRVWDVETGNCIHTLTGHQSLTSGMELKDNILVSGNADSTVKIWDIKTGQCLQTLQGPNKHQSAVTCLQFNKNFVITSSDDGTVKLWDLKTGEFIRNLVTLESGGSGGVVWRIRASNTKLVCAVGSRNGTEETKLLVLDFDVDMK
GPR151 ag = activators of human GPR151; Q8TDV0; PathHunter beta-arrestin GPR151 cells, luminescence; activation, % at 11.2 µM; 650,000 compounds, 1% hits; AID 1508602; in the data active = activation above about 4.9%;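 note: 0% = median of compound wells and 100% = cells with positive control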
Active calls of the source: *; & = joins results of further samples.

SMILES	TEAD-YAP block	MITF inh	FBW7 act	GPR151 ag
COc1ccc(-n2nc(C(=O)NCC(=O)NCc3ccc(F)cc3)c3ccccc3c2=O)c(OC)c1	8.5	4.3	0.1	-1.3
O=C(Nc1ccc2c(c1)OCO2)c1cncc(Br)c1	-19.2	-2.0	0.2	-2.3
Nc1c(C(=O)NCc2ccccc2)sc2nc3c(c(-c4ccco4)c12)CCCCC3	-21.5	-3.2	-0.1	0.4
COc1ccc(N2CCN(C(=O)CSc3nc4[nH]ncc4c(=O)n3-c3ccc(C)c(Cl)c3)CC2)cc1	8.3	8.8	0.1	-1.0
CC(=O)C1=C(O)C(=O)N(c2ccc(Br)cc2)C1c1ccccc1F (centres undefined)	15.3	-3.7	-0.1	-0.3
CCCOc1ccc(/C=C/C(=O)Nc2sc3c(c2C(=O)OCC)CCC(C)C3)cc1OC (centres undefined)	-0.7	21.9	1.6	1.2
COC(=O)c1nonc1-n1cccc1C=O	8.9	15.2	0.1	1.2
O=C(CSCC(=O)c1ccccc1)Nc1ccccc1	-4.7	15.6	0.2	-0.6
COc1ccc(-c2nonc2N)cc1	-8.2	3.1	-0.2	-1.9
COc1cccc(Cn2c3cc(C)sc3c3cnn(CCC(N)=O)c(=O)c32)c1	5.9	-0.1	-0.2	1.8
CC(=O)COc1ccc2c(C)c(C)c(=O)oc2c1	0.1	10.3	0.3	0.0
CS(=O)(=O)n1nc(NCc2cccs2)nc1NCc1cccs1	-8.3	-9.1	-0.1	-0.1
CNC(=O)c1c(NC(=O)Cc2ccccc2)sc2c1CCC2	10.2	21.6	-0.1	-0.2
COc1ccc(OC)c(/C=c2/sc3nc(=O)c(Cc4ccc(F)cc4)nn3c2=O)c1	1.2	9.9	0.2	0.2
COc1cccc(C(=O)NCC(=O)OCC(=O)Nc2ccc(OCc3ccccc3)cc2)c1	-28.8	5.8	-0.1	-1.3
O=C1C2CCCCC2C(=O)N1c1ccc(Br)cc1 (centres undefined)	15.3	-4.1	-0.1	-0.3
CCOc1ccc(N2CC(O)(c3cccc([N+](=O)[O-])c3)[N+]3=C2CCCCC3)cc1 (centres undefined)	-5.0	1.8	0.4	1.8
COc1cc2c(cc1NC(=O)CSc1nnc(C)s1)oc1ccccc12	-43.5	12.6	-0.1	-1.0
C=CCn1c(CNC(=O)c2ccc(Cl)cc2Cl)n[nH]c1=S	-1.5	5.2	-0.4	1.4
Nc1c(C(=O)N2CCOCC2)sc(=S)n1CCc1ccccc1	-2.1	7.5	0.6	0.1
COc1ccc2c(c1)C(=O)NC(=O)C2	2.9	9.7	-0.1	2.5
Cc1ccc(C(=O)Nc2cccc(-c3nc4ncccc4o3)c2C)cc1	1.0	10.2	0.3	-1.3
O=C(NCCO)c1cccc(-c2ccc3c(-c4ccc(CO)cc4)[nH]nc3n2)c1	5.5	-3.6	0.5	-0.8
COc1ccc(-c2nc3s/c(=C\c4ccccc4)c(=O)n3n2)cc1OC	6.2	1.9	-0.1	0.7
CSc1ncccc1C(=O)NCc1ccc(F)cc1	-5.0	8.4	0.0	2.2
O=C(CCCn1c(SCc2ccccc2F)nc2ccsc2c1=O)NCCc1ccccc1	2.7	-1.1	-0.1	0.2
Cc1cccc(-c2nnn(CC(=O)NC(C)(C)C)n2)c1	-11.9	8.2	0.3	-0.5
O=C(Cn1cc2c(n1)CCCC2)NCCCN1CCN(Cc2ccccc2)CC1	-0.1	10.2	0.7	0.9
Cc1ccccc1NC(=O)c1ccc(F)c(S(=O)(=O)N2CC(C)CC(C)C2)c1 (centres undefined)	-6.5	4.8	-0.1	4.4
NC(N)=NCCCC(NC(=S)NC1CCCCC1)C(=O)O (centres undefined)	-4.8	10.7	0.1	0.5

Four entries from above, as labelled records.
Nc1c(C(=O)N2CCOCC2)sc(=S)n1CCc1ccccc1
  TEAD-YAP block: -2.1	MITF inh: 7.5	FBW7 act: 0.6	GPR151 ag: 0.1
COc1ccc2c(c1)C(=O)NC(=O)C2
  TEAD-YAP block: 2.9	MITF inh: 9.7	FBW7 act: -0.1	GPR151 ag: 2.5
Cc1ccc(C(=O)Nc2cccc(-c3nc4ncccc4o3)c2C)cc1
  TEAD-YAP block: 1.0	MITF inh: 10.2	FBW7 act: 0.3	GPR151 ag: -1.3
O=C(NCCO)c1cccc(-c2ccc3c(-c4ccc(CO)cc4)[nH]nc3n2)c1
  TEAD-YAP block: 5.5	MITF inh: -3.6	FBW7 act: 0.5	GPR151 ag: -0.8

Going on with the list.
SMILES	TEAD-YAP block	MITF inh	FBW7 act	GPR151 ag
Cc1cc(Br)ccc1NC(=O)c1ccccc1C	-34.7	5.3	0.4	2.1
CCCCCCOc1ccc(COC(=O)c2sc3ncn(C)c(=O)c3c2C)cc1	0.8	-10.3	0.1	-1.2
COc1ccc(CCNC(=O)c2c(C)cc(=O)oc2C)cc1OC	3.7	6.2	0.2	0.7
NS(=O)(=O)c1ccc(CNC(=S)NCCc2ccccc2)cc1	-9.4	12.3	0.0	0.2
O=S(=O)(c1ccc(OCC(O)CNC2CC2)c(Cl)c1)N1CCOCC1 (centres undefined)	-0.1	-13.6	0.0	-1.6
Cc1ccc(-n2cnc3ncnc(-c4ccccc4)c32)cc1	-11.2	11.7	0.2	0.3
Cc1ccc2c(Cl)cc(Cl)c(OC(=O)C3CSC4(C)CCC(=O)N34)c2n1 (centres undefined)	14.3	0.4	-0.1	-0.7
Cc1cccc(NC(=S)NCC(c2cccnc2)N2CCOCC2)c1C (centres undefined)	9.4	4.5	0.0	-1.0
O=C(NCCOc1ccccc1)c1cnc(Br)s1	-21.8	-2.0	0.2	3.2
COCCNS(=O)(=O)c1ccc(C(C)(C)C)cc1	-13.1	5.2	-0.1	-0.1
COc1ccc(C2=NCN(c3ccc(OC)cc3)C(=S)N2)cc1	-41.4	5.0	-0.3	1.5
CCn1cc(CN2CCC(C3(C)NC(=O)N(Cc4ccsc4)C3=O)CC2)c(C)n1 (centres undefined)	-0.6	-12.2	-0.2	1.9
O=C(Nc1ncc(S(=O)(=O)c2ccc([N+](=O)[O-])cc2)s1)c1ccc(S(=O)(=O)N2CCc3ccccc32)cc1	-1.2	6.5	-0.1	0.0
COC(=O)c1cc(NC(=O)CN2C(=O)c3ccccc3C2=O)cc(C(=O)OC)c1	0.1	7.9	-0.2	-0.5
COc1ccc2c(c1)NC1(CCN(C(=O)c3ccc(Cl)nc3)CC1)c1cccn1-2	2.5	1.9	-0.1	-0.6

A section from further up, for reference:
SMILES	TEAD-YAP block	MITF inh	FBW7 act	GPR151 ag
O=C(NCCOc1ccccc1)c1cnc(Br)s1	-21.8	-2.0	0.2	3.2
COCCNS(=O)(=O)c1ccc(C(C)(C)C)cc1	-13.1	5.2	-0.1	-0.1
COc1ccc(C2=NCN(c3ccc(OC)cc3)C(=S)N2)cc1	-41.4	5.0	-0.3	1.5
CCn1cc(CN2CCC(C3(C)NC(=O)N(Cc4ccsc4)C3=O)CC2)c(C)n1 (centres undefined)	-0.6	-12.2	-0.2	1.9
O=C(Nc1ncc(S(=O)(=O)c2ccc([N+](=O)[O-])cc2)s1)c1ccc(S(=O)(=O)N2CCc3ccccc32)cc1	-1.2	6.5	-0.1	0.0

Next part
SMILES	TEAD-YAP block	MITF inh	FBW7 act	GPR151 ag
COC(=O)c1cccc(OCc2ccc(F)cc2)c1	-24.4	-15.4	0.1	-1.2
CC(=O)O[C@H]1CC2(C)[C@@H](C[C@@H](O)[C@H]3[C@@]4(C)CC[C@@H](O)[C@@H](C)[C@@H]4CC[C@@]32C)/C1=C(/CCC=C(C)C)C(=O)O (some centres undefined)	-4.5	-4.1&-8.9	0.6&-0.2	1.1&-0.1
COc1ccc2nc(/C(C)=N/O)sc2c1	0.7	-1.8	0.0	2.1
CCOc1ccc(NC(=O)CC2C(=O)N(c3ccccc3)C(=O)N2Cc2cccs2)cc1 (centres undefined)	-6.1	9.2	-0.1	-0.3
CCOc1ccc(S(=O)(=O)N/N=C/c2sccc2C)cc1	5.9	-2.1	0.1	1.4
CC1(C)[C@H]2CC=C(CN3CCC4(CC3)CC4C(=O)Nc3cccc(N4CCNC4=O)c3)[C@@H]1C2 (some centres undefined)	-4.5	-0.6	-0.1	-1.3
O=C(CCN1C(=O)c2cccc3cccc(c23)C1=O)NC1CCS(=O)(=O)C1 (centres undefined)	-5.1	-0.3	-0.1	-2.4
Cc1nc2cc(Nc3ccncc3)ccc2s1	-29.6	-12.4	0.2	-1.2
O=C(Nc1ccc2nc(-c3ccc(Br)o3)[nH]c2c1)c1ccc([N+](=O)[O-])cc1	-15.3	22.5	0.4	-1.0
COc1ccc(-c2noc(CN(Cc3ccccn3)CC3CCCO3)n2)c(OC)c1OC (centres undefined)	38.7*	-4.0	-0.1	1.3
CCc1noc(C)c1C(=O)N1CCCC(CCC(=O)N2CCN(c3ccccn3)CC2)C1 (centres undefined)	0.5	-12.5	0.0	0.1
CC(=O)Oc1ccc2c(C)c(Cc3ccccc3)c(=O)oc2c1OC(C)=O	-7.7	-2.5	-0.2	-1.1
Cc1ccc(Cl)cc1NC(=S)N(CCCN1CCCC(C)C1)Cc1ccco1 (centres undefined)	12.7	-3.2	-0.2	0.4
Cc1cccc(-c2noc(CN(C(=O)N3CCOCC3)C(C)C)n2)c1	-9.0	1.0	0.1	1.0
COc1ccc(Cl)cc1NC(=O)CN1Cc2ccccc2C1=O	-8.2	-10.8	-0.1	0.1
CN1CCOCCOCCOCCOCCN(C)C1=S	4.6	6.0	0.0	-0.3
CCCCCC(=O)Nc1ccc(NC(=O)c2cc3ccccc3o2)c(OC)c1	-14.6	5.2	1.1	-1.2
COc1ccccc1-c1coc2c(CN3C(C)CCCC3C)c(O)ccc2c1=O (centres undefined)	4.8	4.2	0.1	2.1
CCn1nc(C)c(CN2CCC3(CCC(CNC(=O)c4csc(C)n4)O3)CC2)c1C (centres undefined)	11.5	5.3	1.1	0.1
CC(C)CCNC(=O)C1CCCN1C(=O)Nc1ccccc1F (centres undefined)	-8.2	0.5	-0.2	-0.8
COc1ccc(CNC(=O)CCCn2c(SCC(=O)NCC3CCCO3)nc3cc4c(cc3c2=O)OCO4)cc1 (centres undefined)	4.5	8.8	0.3	-1.2
COc1ccccc1NC(=O)c1cnn(-c2ccccc2)c1NC(=O)c1cccc(F)c1	2.0	15.6	0.2	0.2
O=C(Nc1ccc(-c2nc3ccccc3[nH]2)cc1)C1CCCN(Cc2ccco2)C1 (centres undefined)	-87.7	3.9	0.0	-1.0
COc1ccc(NC(=O)/C=C/c2ccccc2Cl)cc1	-72.6	-5.6	0.0	0.1
CCc1ccc(Nc2cc(C(=O)N3CCC4(CC3)OCCO4)c3ccccc3n2)cc1	-13.9	7.0	0.6	0.4
Cc1cccc(C(=O)NC(=S)Nc2ccc(Cc3ccncc3)cc2)c1	2.1	19.0	-0.1	1.4
COc1ccc(C(=O)CSC2=C(C#N)C(c3cccs3)CC(=O)N2)cc1 (centres undefined)	-82.2	4.1	1.3	-1.2
CC(C)(C)c1ccc(-c2[nH]ncc2-c2ccncc2)cc1	16.0	7.6	0.0	0.7
Nc1cccc(-c2nc(-c3ccccc3)nc3ccccc23)c1	0.0	-7.0	0.6	0.0
O=C(Nc1ccc2oc(-c3cccc(Cl)c3)nc2c1)c1cccc(Br)c1	-2.0	7.7	0.0	1.4
O=C(NCCN1CCOCC1)c1cccc(Nc2ncccn2)c1	-7.4	16.4	0.3	-0.6
Cc1ccc(C(=O)N[C@H]2C[C@H]3C(=O)N[C@H](C)C(=O)N3C2)cc1F	0.8	-2.3	-0.1	-0.4
CCCc1ccc(C(=O)N2CCOCC2)cc1	-4.8	-3.4	0.0	-0.5
COc1ccc(NC(=O)Nc2cccnc2)cc1	-28.0	13.8	-0.1	-3.1
COc1cccc(-c2c(Nc3ccccc3)oc3c2c(=O)n(C)c(=O)n3C)c1OC	2.0	2.2	-0.6	0.1

This is a random part of the collection, and some 3.4% of all compounds hit somewhere here.
